Assay outcomes: PubChem BioAssay, several laboratories
ZTA counter: ZTA (EBV) inhibition in EBNA-1 counter-screen | P03206 | ZTA-DNA binding, fluorescence polarization | inhibition, % at 11 µM | actives 0.15% (n = 320,000); in the data active = inhibition above about 33%
procasp7 counter: procaspase-7 activators, primary screen, counter-screen for procaspase-3 activator project, biochemical, absorbance, HTS, human. Caspase-7 (Homo sapiens), P55210. recombinant procaspase-7, Ac-DEVD-pNA absorbance 405 nm; D23A/D198A/D206A triple mutant, cannot self-cleave; scale: DMSO 0, 5 µM enzyme 100. activation, % at 8.5 µM. actives 0.093% (n = 330,000). AID 463210, 2010;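 active = percent activation above the screen-wide mean plus 3 SD, cut at about 25% in these data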
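Test system: Procaspase-7 triple mutant (PC-7 D3A). Also added: Ac-DEVD-pNA substrate, 400 µM as added. Schedule: 1 h enzyme–compound preincubation and 2 h substrate reaction, both 25 °C. Signal: p-Nitroaniline absorbance at 405 nm, read at 0 and 120 min. Control set: low DMSO alone, high DMSO plus 5 µM PC-7.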
AHR act: AHR activators, primary screen, cell-based, luminescence, luciferase reporter, human | Aryl hydrocarbon receptor (Homo sapiens), P35869 | activation, % at 5 µM | AID 2796, 2010 | AHR-responsive luciferase reporter cells | actives 2.5% (n = 320,000); in the data active = activation above about 47%;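 also: 0% = vehicle wells and 100% = reference agonist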
MEP2 TOR yeast: modulators of MEP2-GFP levels in yeast, primary screen, S. cerevisiae, multiplex flow cytometry, MLPCN library. S. cerevisiae MEP2-GFP strain, 3 h; 100% = DMSO control level. GFP response vs DMSO, % at 10 µM. actives 0.51% (n = 330,000). AID 2016, 2009;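 active = GFP response versus DMSO above a set limit, roughly screen mean plus 3 SD, cut at about 180% in these data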;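 also: median GFP fluorescence of the barcode-gated MEP2-GFP cells per well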
EBNA-1 inh: EBNA-1 DNA-binding inhibitors, primary screen, biochemical, fluorescence polarization. actives 0.34% (n = 300,000). inhibition, % at 14.8 µM; in the data active = inhibition above about 28%
LAP4-GFP MLPCN: modulators of LAP4-GFP expression in yeast, primary screen, S. cerevisiae, multiplex flow cytometry, MLPCN library; GFP response vs DMSO, % at 10 µM; AID 2023, 2009; 3 h; median GFP as percent of DMSO wells; actives 0.34% (n = 320,000);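 active = GFP response vs DMSO above a set limit, about the screen mean plus 3 SD, cut at about 150% in these data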
procasp3 activ: activators of human procaspase-3 D3A mutant, primary screen, biochemical, absorbance, PC-3 D3A mutant, single concentration; Caspase-3 (Homo sapiens), P42574; recombinant procaspase-3 D3A, Ac-DEVD-pNA absorbance 405 nm; activation, % at 8.5 µM; actives 0.11% (n = 330,000); AID 463141, 2010;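 active = activation above the mean of all tested compounds plus 3 SD, cut at about 21% in these data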;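 also: 0% = DMSO alone and 100% = DMSO wells spiked with extra 5 µM PC-3 D3A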
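Technique: 405 nm absorbance of p-nitroaniline, reads at 0 and 120 min; Test system: Procaspase-3 D3A mutant; Incubation: 1 h enzyme-compound preincubation, then 2 h substrate reaction, 25 °C; Repeats: singlicate, each compound tested once; Benchmarks: low control DMSO wells, high control DMSO plus 5 µM PC-3 D3A.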
RPL19A TOR yeast: RPL19A-GFP expression modulators in yeast, primary screen, cell-based, S. cerevisiae, multiplex flow cytometry, MLPCN | S. cerevisiae RPL19A-GFP strain, 3 h; hits give low values | percent response vs DMSO, % at 10 µM | actives 0.3% (n = 330,000) | AID 2025, 2009;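 active = percent response vs DMSO below 50%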;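 also: median channel GFP fluorescence of the barcoded RPL19A-GFP strain; ratio of sample median GFP to plate DMSO average so 100% = DMSO; lower means less RPL19A-GFP as with rapamycin TOR inhibition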
* = called active by the depositor.

What do the screens show for `CN(C(=O)c1ccc(NC(=O)Cc2cccc(NC(=O)C3CCCN(C(=O)C4CCC4)C3)c2)cc1)C1CCCC1` (stereo unspecified)?
ZTA counter: 8; procasp7 counter: 6; AHR act: -1; MEP2 TOR yeast: 84; LAP4-GFP MLPCN: 93; procasp3 activ: 6; RPL19A TOR yeast: 92

How did COc1ccc(Cl)cc1NS(=O)(=O)c1c(C)[nH]c(C)c1C(=O)N1CCCCC1 do in these assays?
ZTA counter: -4; procasp7 counter: 1; AHR act: 12; MEP2 TOR yeast: 100; EBNA-1 inh: 8; LAP4-GFP MLPCN: 104; procasp3 activ: -1; RPL19A TOR yeast: 99

Results for CCCOc1ccc(C2Nc3cccc4cccc(c34)N2)cc1 ?
ZTA counter: 22; procasp7 counter: 5; AHR act: 15; MEP2 TOR yeast: 103; EBNA-1 inh: 6; LAP4-GFP MLPCN: 104; procasp3 activ: 9; RPL19A TOR yeast: 100

Results for Cc1cccc(C)c1NC(=O)C1CCCN1C(=O)NCc1ccccc1 (stereo unspecified) ?
ZTA counter: 4; procasp7 counter: -2; AHR act: 0; MEP2 TOR yeast: 107; EBNA-1 inh: -1; LAP4-GFP MLPCN: 95; procasp3 activ: 6; RPL19A TOR yeast: 107

Results for COC(=O)[C@@H]1CC[C@H](C)[C@@H](c2ccc(C)cc2)N1C(=O)c1ccc(/C=N/O[C@@H](C)c2cn([C@H](CO)Cc3ccccc3)nn2)cc1 ?
ZTA counter: -5; procasp7 counter: -4; AHR act: 1; EBNA-1 inh: -7; procasp3 activ: 1

What do the screens show for `Cc1cc(=O)c2cc(Br)ccc2n1CC(=O)NCc1ccccc1`?
ZTA counter: 3; procasp7 counter: 0; AHR act: 12; MEP2 TOR yeast: 109; EBNA-1 inh: 9; LAP4-GFP MLPCN: 119; procasp3 activ: -2; RPL19A TOR yeast: 105

What do the screens show for `O=C(O)CC1C(=O)NCCN1Cc1cccs1` (stereo unspecified)?
ZTA counter: 16; procasp7 counter: 1; AHR act: 0; MEP2 TOR yeast: 108; EBNA-1 inh: 14; LAP4-GFP MLPCN: 103; procasp3 activ: 2; RPL19A TOR yeast: 125

Results for CS(=O)(=O)c1ccc(NC(=O)CN2C(=O)C3CCCCC3C2=O)cc1 (stereo unspecified) ?
ZTA counter: 3; procasp7 counter: 1; AHR act: -1; MEP2 TOR yeast: 95; EBNA-1 inh: -1; LAP4-GFP MLPCN: 78; procasp3 activ: 7; RPL19A TOR yeast: 100

Results for CC(C)CNC(=O)C1CC(=O)OC12CCCCC2 (stereo unspecified) ?
ZTA counter: 5; procasp7 counter: -5; AHR act: 4; MEP2 TOR yeast: 115; EBNA-1 inh: -1; LAP4-GFP MLPCN: 103; procasp3 activ: -7; RPL19A TOR yeast: 104

What do the screens show for `CC(=O)Nc1ccc(C(=O)OCC(=O)N2CCC(Cc3ccccc3)CC2)cc1`?
ZTA counter: 13; procasp7 counter: 3; AHR act: 0; MEP2 TOR yeast: 101; LAP4-GFP MLPCN: 108; procasp3 activ: 9; RPL19A TOR yeast: 105

What do the screens show for `Cc1ccc(C(=O)c2coc3ccc(O)c(CN(C)C)c23)cc1`?
ZTA counter: -9; procasp7 counter: 7; AHR act: 0; MEP2 TOR yeast: 98; EBNA-1 inh: -1; LAP4-GFP MLPCN: 86; procasp3 activ: 3; RPL19A TOR yeast: 104

How did COc1ccc(CNc2nc(SC)n[nH]2)cc1OC do in these assays?
ZTA counter: -19; procasp7 counter: 0; AHR act: 2; MEP2 TOR yeast: 102; EBNA-1 inh: -16; LAP4-GFP MLPCN: 96; procasp3 activ: 2; RPL19A TOR yeast: 98

What do the screens show for `O=C(NC1=NN(c2ccccc2)CC1)Nc1ccccc1F`?
ZTA counter: -17; procasp7 counter: 3; AHR act: 2; MEP2 TOR yeast: 97; EBNA-1 inh: -11; LAP4-GFP MLPCN: 118; procasp3 activ: -3; RPL19A TOR yeast: 104

What do the screens show for `CCOC(=O)CN1NC2(CCCCCCC2)NC1=S`?
ZTA counter: -4; procasp7 counter: -29; AHR act: 3; MEP2 TOR yeast: 95; EBNA-1 inh: 0; LAP4-GFP MLPCN: 112; procasp3 activ: -23; RPL19A TOR yeast: 99

How did C/C(CCc1ccccc1)=N\NC(=O)c1ccccc1 do in these assays?
ZTA counter: -25; procasp7 counter: 0; AHR act: -2; MEP2 TOR yeast: 101; EBNA-1 inh: -1; LAP4-GFP MLPCN: 100; procasp3 activ: 9; RPL19A TOR yeast: 99

Grouped by structure: the compounds so far containing four or more nitrogen atoms.
What do the screens show for `CN(C(=O)c1ccc(NC(=O)Cc2cccc(NC(=O)C3CCCN(C(=O)C4CCC4)C3)c2)cc1)C1CCCC1` (stereo unspecified)?
ZTA counter: 8; procasp7 counter: 6; AHR act: -1; MEP2 TOR yeast: 84; LAP4-GFP MLPCN: 93; procasp3 activ: 6; RPL19A TOR yeast: 92

Results for COC(=O)[C@@H]1CC[C@H](C)[C@@H](c2ccc(C)cc2)N1C(=O)c1ccc(/C=N/O[C@@H](C)c2cn([C@H](CO)Cc3ccccc3)nn2)cc1 ?
ZTA counter: -5; procasp7 counter: -4; AHR act: 1; EBNA-1 inh: -7; procasp3 activ: 1

How did COc1ccc(CNc2nc(SC)n[nH]2)cc1OC do in these assays?
ZTA counter: -19; procasp7 counter: 0; AHR act: 2; MEP2 TOR yeast: 102; EBNA-1 inh: -16; LAP4-GFP MLPCN: 96; procasp3 activ: 2; RPL19A TOR yeast: 98

What do the screens show for `O=C(NC1=NN(c2ccccc2)CC1)Nc1ccccc1F`?
ZTA counter: -17; procasp7 counter: 3; AHR act: 2; MEP2 TOR yeast: 97; EBNA-1 inh: -11; LAP4-GFP MLPCN: 118; procasp3 activ: -3; RPL19A TOR yeast: 104

(cont.)
Results for CC(=O)N1CCN(c2ccccc2NC(=O)COc2ccc(Br)cc2)CC1 ?
ZTA counter: 9; procasp7 counter: 3; AHR act: 11; MEP2 TOR yeast: 108; EBNA-1 inh: 6; LAP4-GFP MLPCN: 109; procasp3 activ: 1; RPL19A TOR yeast: 104

How did CC(=O)Nc1ccc(NC(=O)CN(c2ccc(F)cc2)S(=O)(=O)c2ccc3c(c2)OCCO3)cc1 do in these assays?
ZTA counter: 4; procasp7 counter: -7; AHR act: 6; MEP2 TOR yeast: 98; EBNA-1 inh: -8; LAP4-GFP MLPCN: 101; procasp3 activ: -8; RPL19A TOR yeast: 101

Results for COc1ccc(CNc2nc3ccccc3n2C(C)C)c(O)c1 ?
ZTA counter: 6; procasp7 counter: 14; AHR act: 2; MEP2 TOR yeast: 110; EBNA-1 inh: -6; LAP4-GFP MLPCN: 102; procasp3 activ: -2; RPL19A TOR yeast: 105

What do the screens show for `COc1ccccc1C(=O)NNC(=S)NC(=O)c1ccco1`?
ZTA counter: 2; procasp7 counter: 1; AHR act: 20; MEP2 TOR yeast: 123; EBNA-1 inh: -5; LAP4-GFP MLPCN: 268*; procasp3 activ: 1; RPL19A TOR yeast: 88

What do the screens show for `Cc1ccccc1NC(=O)CSc1[nH]c(=O)cc(C)c1C#N`?
ZTA counter: 8; procasp7 counter: 1; AHR act: -1; MEP2 TOR yeast: 101; EBNA-1 inh: -2; LAP4-GFP MLPCN: 98; procasp3 activ: 10; RPL19A TOR yeast: 101

How did CC(C)(C)/C(O)=C/c1nc2ccccc2oc1=O do in these assays?
ZTA counter: 11; procasp7 counter: -5; AHR act: 7; MEP2 TOR yeast: 86; EBNA-1 inh: 5; LAP4-GFP MLPCN: 93; procasp3 activ: 4; RPL19A TOR yeast: 97

What do the screens show for `COc1ccc(C)cc1Nc1n[n+](-c2ccccc2)c(-c2ccc(NC(C)=O)cc2)s1`?
ZTA counter: 4; procasp7 counter: -18; AHR act: 65*; MEP2 TOR yeast: 98; EBNA-1 inh: 7; LAP4-GFP MLPCN: 126; procasp3 activ: -2; RPL19A TOR yeast: 95

What do the screens show for `Cc1ccc(S(=O)(=O)N/N=C/c2ccccc2O)cc1[N+](=O)[O-]`?
ZTA counter: 1; procasp7 counter: 4; AHR act: 3; MEP2 TOR yeast: 109; EBNA-1 inh: -7; LAP4-GFP MLPCN: 105; procasp3 activ: 2; RPL19A TOR yeast: 106

How did CCSc1nc2sccc2c(=O)n1-c1ccccc1 do in these assays?
ZTA counter: 2; procasp7 counter: 7; AHR act: 9; MEP2 TOR yeast: 92; EBNA-1 inh: 4; LAP4-GFP MLPCN: 91; procasp3 activ: 2; RPL19A TOR yeast: 107

How did COc1ccc([C@@H]2[C@@H]3C(=O)N(C(C)(C)C)C(=O)[C@@H]3[C@]3(C)C(=O)N(c4cccc(C)c4)C(=O)N23)cc1 do in these assays?
ZTA counter: 5; procasp7 counter: 3; AHR act: 1; MEP2 TOR yeast: 92; EBNA-1 inh: -1; LAP4-GFP MLPCN: 96; procasp3 activ: -9; RPL19A TOR yeast: 103

What do the screens show for `O=C(NCCc1ccccc1)C(=O)NCc1ccncc1`?
ZTA counter: -9; procasp7 counter: -5; AHR act: 5; MEP2 TOR yeast: 112; EBNA-1 inh: 6; LAP4-GFP MLPCN: 90; procasp3 activ: 3; RPL19A TOR yeast: 110

How did Cc1cc(O)cc(O)c1C(=O)Cc1ccccc1 do in these assays?
ZTA counter: -15; procasp7 counter: 8; AHR act: 1; MEP2 TOR yeast: 101; EBNA-1 inh: -13; LAP4-GFP MLPCN: 104; procasp3 activ: 5; RPL19A TOR yeast: 99

What do the screens show for `NC(=O)CC(NC(=O)Cc1cccc2ccccc12)c1ccc(N2CCCCCC2)c([N+](=O)[O-])c1` (stereo unspecified)?
ZTA counter: -9; procasp7 counter: 5; AHR act: 0; MEP2 TOR yeast: 112; EBNA-1 inh: 5; LAP4-GFP MLPCN: 94; procasp3 activ: -1; RPL19A TOR yeast: 98

How did CCOc1cc(N2CCOCC2)c(OCC)cc1NC(=O)COC(=O)c1cc(C)oc1C do in these assays?
ZTA counter: 6; procasp7 counter: -2; AHR act: -1; MEP2 TOR yeast: 100; EBNA-1 inh: -8; LAP4-GFP MLPCN: 99; procasp3 activ: 10; RPL19A TOR yeast: 94

How did Cc1ccccc1OCC(O)CN (stereo unspecified) do in these assays?
ZTA counter: -15; procasp7 counter: 3; AHR act: 0; MEP2 TOR yeast: 98; EBNA-1 inh: 10; LAP4-GFP MLPCN: 89; procasp3 activ: -9; RPL19A TOR yeast: 100
